Compound activity: PubChem, National Center for Advancing Translational Sciences (NCATS)
D2 PAM = HTS Assay for Positive Allosteric Modulators of the Human D2 Dopamine Receptor: Primary Screen for Potentiators; potentiation, % at 10 µM; AID 485347, 2010; HEK293 T-REx D2, calcium flux, EC20 dopamine potentiation; D(2) dopamine receptor (Homo sapiens), P14416; hit rate 0.34% among 340,000;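 active = potentiation over 3 SD above the plate norm, cut at about 30% in these data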; also: 0% is about no effect
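Tetracycline-induced Hek293 Trex D2 cells, force-coupled to calcium, loaded with no-wash calcium dye. Compound added with 180 s kinetic read for agonism, then EC20 dopamine and a further 180 s read for potentiation.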
Vif-A3G inh = qHTS for Inhibitors of Vif-A3G Interactions: qHTS; hit rate 0.076% among 410,000; HeLa A3G-eYFP + Vif (tagged APOBEC3G with the HIV-1 protein that degrades it), YFP fluorescence, overnight; AID 602310, 2012; Potency, µM (series often up to 46.1 µM), for inactives: top-dose activity, negative = active, most hits filed as inhibitors; DNA dC->dU-editing enzyme APOBEC-3G (Homo sapiens), Q9HC16;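 also: potency is read from the fitted curve at half-maximal effect; % is scaled to controls: 0 for no effect and ±100 for the full control effect; nearly all actives have a fitted effect of over 60% in size; hits raise eYFP signal because A3G escapes Vif-driven loss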
Target sequence (Q9HC16 whole entry, looked up): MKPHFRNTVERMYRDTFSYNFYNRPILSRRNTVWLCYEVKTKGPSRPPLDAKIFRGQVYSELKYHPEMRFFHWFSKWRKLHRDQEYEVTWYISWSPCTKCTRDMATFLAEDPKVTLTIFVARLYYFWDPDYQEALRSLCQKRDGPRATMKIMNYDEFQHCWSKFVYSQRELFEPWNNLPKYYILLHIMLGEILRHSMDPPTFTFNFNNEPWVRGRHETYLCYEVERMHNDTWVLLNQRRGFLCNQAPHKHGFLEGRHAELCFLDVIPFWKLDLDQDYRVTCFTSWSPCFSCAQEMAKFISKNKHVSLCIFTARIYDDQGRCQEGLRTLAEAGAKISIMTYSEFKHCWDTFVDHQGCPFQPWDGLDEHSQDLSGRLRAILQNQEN
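HeLa cells stably expressing Vif and C-terminally eYFP-tagged A3G, seeded overnight at 37 deg C, then exposed to compound by pintool overnight at 37 deg C. Rise in yellow fluorescence (Ex 488/Em 500-530, Acumen) marks blocked Vif-driven A3G degradation.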
Vif-A3F inh = qHTS for Inhibitors of Vif-A3F Interactions: qHTS; Potency, µM (series often up to 46.1 µM), without a hit: at the top dose activity, negative = active; hit rate 0.2% among 390,000; HeLa A3F-eYFP + Vif (tagged APOBEC3F with the HIV-1 protein that degrades it), YFP fluorescence increase; also: potency is read from the fitted curve at half-maximal effect; % of control where 0% means no effect; nearly all actives have a fitted effect of over 65% in size
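HeLa cells stably expressing Vif plus C-terminally eYFP-tagged A3F were seeded, incubated overnight at 37 deg C, dosed with compound, incubated overnight again at 37 deg C. Yellow fluorescence (Ex 488/Em 500-530) reported blocked Vif-mediated A3F-eYFP degradation.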
D1 potentiator = Potentiators of Human D1 Dopamine Receptor: qHTS | D(1A) dopamine receptor (Homo sapiens), P21728 | HEK293 TREx D1 cells, calcium flux, dopamine EC20 potentiation | potentiation, % at 10 µM | hit rate 0.036% among 360,000; in the data active = potentiation above about 30%; also: 0% is about no effect
Target sequence (P21728 whole entry, looked up): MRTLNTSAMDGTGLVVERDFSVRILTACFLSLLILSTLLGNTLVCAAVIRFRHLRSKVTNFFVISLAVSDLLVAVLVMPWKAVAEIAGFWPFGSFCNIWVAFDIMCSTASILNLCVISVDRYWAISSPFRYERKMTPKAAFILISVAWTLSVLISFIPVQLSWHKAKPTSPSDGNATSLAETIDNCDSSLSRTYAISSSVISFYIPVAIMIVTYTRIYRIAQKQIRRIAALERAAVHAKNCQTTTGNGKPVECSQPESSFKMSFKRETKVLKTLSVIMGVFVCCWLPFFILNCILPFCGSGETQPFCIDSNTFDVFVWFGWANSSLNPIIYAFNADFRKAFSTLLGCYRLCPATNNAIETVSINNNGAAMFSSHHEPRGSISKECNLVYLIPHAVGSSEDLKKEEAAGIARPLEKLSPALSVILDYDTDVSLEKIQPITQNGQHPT
LDHA inh = qHTS assay for inhibitors of human lactate dehydrogenase; AID 1347041, 2019; L-lactate dehydrogenase A chain (Homo sapiens), P00338; activity change, % (values are at about 110 or 230 µM); purified LDHA, NADH/diaphorase-resazurin fluorescence; active compounds read low; hit rate 0.15% among 480,000; in the data active = activity change below about -30%;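 also: plate controls were DMSO wells for no effect and wells without enzyme for full effect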
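Human LDH5 (2 nM) was incubated with 0.06 mM NADH and 0.2 mM pyruvate for 5 min at room temperature in Tris pH 7.4. Remaining NADH was coupled through diaphorase/resazurin, and resorufin fluorescence was read at 0 and 20 min.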
D1 antag = Antagonist of Human D 1 Dopamine Receptor: qHTS; D(1A) dopamine receptor (Homo sapiens), P21728; HEK293 TREx D1 cells, calcium flux, dopamine EC80; active compounds read low; activity change, negative = inhibition, % at 10 µM; hit rate 3.2% among 360,000; in the data active = activity change below about -30%; also: % is scaled to controls: 0 for no effect and ±100 for the full control effect
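Cells carrying a force-coupled, tetracycline-inducible human D1 receptor report calcium flux. Each well gets a 10 s baseline, compound with 180 s monitoring, then an EC80 dopamine stimulus with a second 180 s kinetic read.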
RXFP1 ag = qHTS Assay for Agonists of the Relaxin Receptor RXFP1 | HEK293T-RXFP1 cAMP TR-FRET, 30 min; response scale: percent of porcine relaxin response, buffer zero | Potency, µM (series often up to 57.5 µM), for the others: at the top dose activation, actives largely listed as activators | AID 2676, 2010 | Relaxin receptor 1 (Homo sapiens), Q9HBX9 | hit rate 0.3% among 370,000; also: potency is read from the fitted curve at half-maximal effect; % is scaled to controls: 0 for no effect and ±100 for the full control effect; nearly all actives have a fitted effect of over 60% in size; many of its hits are not listed in these tables
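Agonist response is measured as cAMP accumulation in an RXFP1-transfected HEK293T line under PDE4 inhibition. Values are scaled between buffer-only and 29 nM porcine relaxin, and EC50s come from standard Hill equation fits.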
D1 agonist = Allosteric Agonists of the Human D1 Dopamine Receptor: qHTS. activation, % at 2 µM. hit rate 1% among 360,000. HEK293 T-REx D1 cells, calcium flux, agonist mode. D(1A) dopamine receptor (Homo sapiens), P21728; in the data active = activation above about 30%; also: 0% is about no effect
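Tetracycline-induced HEK293 TREx D1 cells, force-coupled to calcium signalling, were dye-loaded with a no-wash calcium kit. Compound was pin-added after a 10 s baseline. Fluorescence was read kinetically at 1 cycle/s for 180 s, with calcium rises flagged as agonism.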
GRP78 ERSR act = qHTS for Inducers of the Endoplasmic Reticulum Stress Response (ERSR) in Human Glioma: qHTS; U87-MG GRP78 promoter luciferase reporter, 16 h; Potency, µM, inactives show top-dose activation, usual class: activators; hit rate 0.02% among 420,000; AID 602332, 2012; also: potency is read from the fitted curve at half-maximal effect; series mostly up to about 76 µM; % of control where 0% means no effect; nearly all actives have a fitted effect of over 35% in size
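ERSR induction read as luciferase luminescence (Bright-Glo, 10 min at room temperature) in stably transfected human U87-MG glioma cells exposed to compounds for 16 h, using GRP78 as sensor.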
* hit, by the source's call; . = no result given; & = joins results of further samples. Unless noted, calls follow the shape of the dose curve; as a rule, active = well fitted curve in the direction sought with a large enough effect; inconclusive = small, poorly fitted or top-dose-only effect, or another doubt; inactive = no such curve, though single readings can be large; an effect the other way counts as inactive or inconclusive.

SMILES | D2 PAM | Vif-A3G inh | Vif-A3F inh | D1 potentiator | LDHA inh | D1 antag | RXFP1 ag | D1 agonist | GRP78 ERSR act
CC(NC(=O)C1(c2cccs2)CCOCC1)c1ccccc1 (stereo not given) | -4&-5 | -1%&-5% | 0%&1% | -1&4 | -6&-3 | 9 | 1.3%&-0.1% | -4&2 | -2%&-4%
Cc1ccc2nnn(Cc3cccc(C(C)(C)C)c3O)c2c1 | 8 | -3% | -6% | -7 | -1 | -30 | -0.4% | 16 | -1%
Cc1ccc(C(=O)NCC(=O)OCC(=O)Nc2cc(S(=O)(=O)N3CCOCC3)ccc2C)cc1 | 8 | 0% | 8% | -3 | 2 | 0 | -1.2% | 2 | -3%
Cc1ccc(NS(=O)(=O)c2ccc(-n3cccn3)cc2)nc1 | -3 | -1% | 5% | 3 | -1 | -11 | -0.5% | 0 | -4%
O=C(c1cc[n+]([O-])cc1)N1CCc2c([nH]c3ccccc23)C1c1ccccc1Cl (stereo not given) | 5 | -25% | -1% | 0 | -3 | 19 | 0.4% | 5 | -5%
COc1ccc(/C=N\NC(=O)CCN2CCN(c3ccccc3)CC2)cc1OC | -30 | -2% | 4% | -7 | -4 | 3 | 1.8% | 0 | -1%
Cc1ccc(NC(=O)C(=O)NCC(c2cccnc2)N2CCN(Cc3ccccc3)CC2)cc1Cl (stereo not given) | 7 | 1% | 2% | -1 | -1 | -17 | 2.2% | 0 | -4%
COc1ccc(NC(=O)CC2SC(=NCC3CCCO3)NC2=O)cc1 (stereo not given) | 3 | 1% | 1% | -11 | -9 | -47* | -0.1% | 3 | -1%
COc1ccc(O)c(/C=N/NC(=O)c2ccc(N3CCCC3=O)cc2)c1 | -1 | 0% | -1% | -6 | 1 | 7 | 0.9% | 3 | -2%
Cc1ccccc1NC(=S)NC1CCCC1 | 4 | 2% | -4% | -6 | -6 | 7 | 0.9% | -3 | 1%
Cc1cccc(C)c1OCC(=O)Nc1cccc(C(=O)O)c1 | 5 | -3% | -5% | 1 | -7 | 7 | 1.1% | 4 | -11%
CC1=CC(C)C(/C=N/n2cnnc2)C(C)C1 (stereo not given) | 6 | 0% | -21% | -2 | -4 | -27 | 2.3% | 0 | 1%
Cc1cc(C)c(O)c(-c2cc(C(=O)Nc3c(C)n(C)n(-c4ccccc4)c3=O)[nH]n2)c1 | 4 | 0% | 0% | 4 | 0 | 12 | -1.7% | 0 | 4%
Cn1c(N)c(C(=O)CSc2nc(C3CC3)n(-c3ccccc3)n2)c(=O)[nH]c1=O | -5 | -3% | -2% | -7 | -1 | 13 | 1.3% | 0 | -5%
Cc1ccc(C(=O)/C=C/c2cn(CC(O)CN3CCc4ccccc43)c3ccccc23)cc1 (stereo not given) | 6 | -14% | 0% | -3 | 6 | 1 | -0.2% | 4 | 2%
O=C(NC1CC(=O)N(c2ccc3c(c2)OCCO3)C1)N1CCCCC1 (stereo not given) | 16 | -1% | 2% | -12 | -1 | 7 | 1.3% | 3 | -4%
COc1cccc(N(C(=O)Cn2nnc3ccccc32)C(C(=O)NCc2ccco2)c2cccnc2)c1 (stereo not given) | 12 | 1% | -3% | 1 | 1 | 8 | -0.5% | 0 | -7%
CCOC(=O)C1CCN(C(=O)C2CCN(c3nn4c(=O)cc(C)nc4s3)CC2)CC1 | 2 | 1% | -3% | 7 | -18 | 2 | 11% | 1 | 1%
O=C(CCc1nnc2ccc(NCc3ccccc3)nn12)NC1CCCC1 | -2 | -13% | -4% | -2 | 1 | -23 | 3.0% | 3 | -8%
O=C(CCN1C(=O)C2C3C=CC(C3)C2C1=O)Nc1ccccc1 (stereo not given) | -5 | 1% | 1% | -5 | -12 | 0 | 2.7% | 3 | -2%
N#Cc1c(-n2cccc2/C=N/O)sc2c1CCCC2 | 11 | -8% | 1% | -3 | -6 | -12 | 0.6% | 1 | -2%
CC(C)N1CCC2(CC1)Oc1ccc(Br)cc1C1CC(c3cccnc3)=NN12 (stereo not given) | 8 | 0% | -12% | -4 | -1 | -22 | 5.0% | 4 | -4%
COc1ccc(C(CNC(=O)c2[nH]c(C)c(C(C)=O)c2C)N2CCOCC2)cc1 (stereo not given) | -4 | -1% | 11% | -2 | -3 | 23 | 0.2% | 1 | -1%
O=[N+]([O-])c1ccc(OCC(O)CN2CCN(c3ccccc3F)CC2)cc1 (stereo not given) | -26 | -1% | -2% | -13 | -7 | -20 | 2.8% | 5 | -1%
COc1ccc(S(=O)(=O)N2Cc3ccccc3CC2C(=O)Nc2ccc(C)cc2C)cc1OC (stereo not given) | . | 0% | 3% | -1 | -3 | -2 | 3.2% | 3 | -2%
CC(C)C[C@H](NC(=O)c1nc[nH]c1C(=O)N1CCNCC1)C(=O)OCc1ccccc1 | 3 | 0% | 2% | -6 | -1 | -6 | -1.0% | 0 | -4%
COc1cc(/C=N/NC(=S)NC(C)C)ccc1OCC(=O)Nc1c(C)cc(C)cc1C | 3 | -4% | -9% | -2 | -10 | 1 | 1.1% | 4 | -2%
CC(OC(=O)c1cc(=O)[nH]c2ccccc12)C(=O)Nc1ccc(Cl)cn1 (stereo not given) | 6 | 2% | 0% | . | -4 | -12 | 0.6% | 1 | -6%
OC(Cn1cnnc1)c1ccccc1 (stereo not given) | -4 | 1% | 7% | 6 | -37* | 0 | 0.8% | 4 | 3%
CCCCc1ccc(NC(=O)OC)cc1 | 7 | -1% | -1% | -8 | -6 | -29 | 1.4% | 82* | -3%
COc1ccc(Cc2nnc(SCC(=O)N(C)CC(=O)Nc3ccc(C)cc3)o2)cc1 | 5 | 0% | -9% | -3 | -3 | 24 | 0.1% | 0 | -5%
N#Cc1nc(COc2ccc(F)cc2)oc1N1CCCC1 | -6 | 4% | -6% | -5 | -2&2 | 7 | 1.1% | 1 | -2%
CC(C)CNC(=S)NNC(=O)CC(C)O (stereo not given) | 3 | 2% | 7% | -4 | -7 | . | 1.3% | 2 | 4%
N#C/C(=C/c1cn(CC(=O)O)c2ccccc12)C(=O)Nc1ccccc1 | -4 | 3% | 5% | -8 | -9 | -1 | -0.5% | 3 | -4%
COCCNC(=S)N1CCCC(CO)C1 (stereo not given) | 9 | -6% | -31% | -1 | 0 | -1 | -0.2% | 2 | -2%
Cn1c(Oc2ccc(Cl)cc2)nc2c1c(=O)n(Cc1ccc(F)cc1)c(=O)n2C | -1 | 4% | 0% | 5 | -3 | -29 | 4.7% | 4 | -2%
COc1cc(NC(=O)c2cc3cc4ccc(C)cc4nc3o2)cc(OC)c1OC | 2 | -4% | 2% | 7 | -4 | -10 | 0.3% | 2 | -3%
CCOc1ccc(NC(=O)CN(C)C(=O)c2cccnc2Sc2ccc(C)c(C)c2)cc1OCC | 8 | 0% | -8% | 3 | -3 | 9 | -0.3% | 1 | -6%
COc1ccc2ccccc2c1/C=N/NC(=S)Nc1cc(S(=O)(=O)N2CCOCC2)ccc1N1CCOCC1 | 5 | -2% | 13% | 0 | -4 | 10 | 1.1% | 1 | -2%
NC(CCC(=O)NC(CS)C(=O)NCC(=O)O)C(=O)O (stereo not given) | . | 0% | -2% | . | -7 | . | . | . | -4%
CC(C)CC(NC(=O)C1CCC(C)CC1)C(=O)Nc1ccccc1F (stereo not given) | 3 | -2% | 6% | -4 | -3 | 10 | 4.2% | 1 | -5%

Some of the entries so far, field by field:
Cn1c(Oc2ccc(Cl)cc2)nc2c1c(=O)n(Cc1ccc(F)cc1)c(=O)n2C
  D2 PAM: -1
  Vif-A3G inh: 4%
  Vif-A3F inh: 0%
  D1 potentiator: 5
  LDHA inh: -3
  D1 antag: -29
  RXFP1 ag: 4.7%
  D1 agonist: 4
  GRP78 ERSR act: -2%
N#Cc1nc(COc2ccc(F)cc2)oc1N1CCCC1
  D2 PAM: -6
  Vif-A3G inh: 4%
  Vif-A3F inh: -6%
  D1 potentiator: -5
  LDHA inh: -2&2
  D1 antag: 7
  RXFP1 ag: 1.1%
  D1 agonist: 1
  GRP78 ERSR act: -2%
CCOc1ccc(NC(=O)CN(C)C(=O)c2cccnc2Sc2ccc(C)c(C)c2)cc1OCC
  D2 PAM: 8
  Vif-A3G inh: 0%
  Vif-A3F inh: -8%
  D1 potentiator: 3
  LDHA inh: -3
  D1 antag: 9
  RXFP1 ag: -0.3%
  D1 agonist: 1
  GRP78 ERSR act: -6%
COCCNC(=S)N1CCCC(CO)C1 (stereo not given)
  D2 PAM: 9
  Vif-A3G inh: -6%
  Vif-A3F inh: -31%
  D1 potentiator: -1
  LDHA inh: 0
  D1 antag: -1
  RXFP1 ag: -0.2%
  D1 agonist: 2
  GRP78 ERSR act: -2%

The list is partial; the hit share may differ from the screen's.
